Assay outcomes from PubChem BioAssay.
SKN-1 inh = blocks SKN-1 activity in C. elegans; inhibition, % at 21.8 µM; hit rate 0.49% among 360,000; C. elegans VP596 Pgst-4::GFP/RFP ratio, acrylamide-induced, 24 h;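 active = interference check ratio from 0.5 to 1.5 plus GFP to RFP signal ratio inhibition reaching or exceeding a fixed threshold, cut at about 30% in these data, passing the limit was not always enough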; note: some compounds called inactive have numbers as strong as hits
Tb MetRS inh = blocks T. brucei methionyl-tRNA synthetase activity. purified T. brucei MetRS, ATP depletion, Kinase-Glo luminescence. inhibition, % at 11.9 µM. hit rate 0.4% among 360,000. AID 624268;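 active = inhibition above a per-plate cutoff of the control wells' mean inhibition plus 3 SD, cut at about 5.5% in these data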;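 note: 0% = DMSO wells median and 100% = median of wells with control inhibitor compound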
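Assay system: T. brucei methionyl-tRNA synthetase, purified | Medium: HEPES buffer with MgCl2, KCl, DTT, spermine, BSA, pyrophosphatase | Compound: 11.9 µM single point | Incubation: 15 min enzyme-compound preincubation, 2 h reaction, 10 min detection, 25 °C | Measured by: Kinase-Glo luciferase luminescence reporting remaining unconsumed ATP | Measure: % inhibition normalized to control-well medians | Replication: Singlicate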
E coli Lon inh = inhibits E. coli Lon protease. P0A9M0. purified E. coli Lon protease, fluorescence polarization. inhibition, % at 7.94 µM. hit rate 0.42% among 360,000; in the data active = inhibition above about 13%, passing the limit was not always enough;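 note: 0% = enzyme with probe and DMSO and 100% = no enzyme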
MT1-MMP act inh = blocks activation of human MT1-MMP. P50281. HT1080 RFP-PRO-GFP cells, GFP/RFP ratio fluorescence, overnight; percent of plate control window, DMSO zero. GFP/RFP ratio change, % at 20 µM. hit rate 0.061% among 360,000;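 active = GFP/RFP ratio change of at least 30% with cell ATP level not reduced by more than half and red fluorescence within 50% of control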; note: strong numbers were not always called active
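Test system: HT1080 cells expressing an RFP-PRO-GFP fluorescent reporter construct / Compound dosing: single-point 20 µM compound, 1% DMSO / Schedule: cells overnight before dosing, compound overnight, 37 °C, 5% CO2 / Evaluation: GFP/RFP fluorescence ratio / Control set: DMSO and RFP-L50D-GFP cell wells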
MLLE-PAM2 inh = inhibitors of microRNA-mediated deadenylation, human PABP1 MLLE binding; GST-MLLE / FITC-PAM2 fluorescence polarization; inhibition, % at 20 µM; hit rate 0.36% among 360,000; in the data active = inhibition above about 35%, passing the limit was not always enough;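 note: plate controls were DMSO wells with GST-MLLE for no effect and wells lacking GST-MLLE protein for full effect; some results filed as inactive read as strong as hits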
MsrA inhibitor = bovine MsrA inhibition; purified bovine MsrA, absorbance read-out; inhibition, % at 15.5 µM; hit rate 0.75% among 360,000; in the data active = inhibition above about 4.5%;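 note: 0% = vehicle wells with enzyme and 100% = reference inhibitor wells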
bovine MsrA act = bovine methionine sulfoxide reductase A activation; purified bovine MsrA, absorbance read-out; activation, % at 10.6 µM; hit rate 0.3% among 360,000; in the data active = activation above about 7.5%;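 note: 0% = vehicle and 100% = reference activator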
CendR NRP1 mod = modulators of CendR peptide binding to human neuropilin-1. hit rate 0.85% among 360,000. inhibition, % at 25 µM. FAM-RPARPAR peptide binding to NRP-1, fluorescence polarization;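 active = inhibition or corrected inhibition above about 18%, plus a signal ratio from 0.5 to 1.5, limit read from the data, passing the limit was not always enough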; note: strong numbers were not always called active
FAS-TE inh = blocks the thioesterase domain of human fatty acid synthase; P49327; recombinant FAS-TE, OMFH fluorogenic substrate, fluorescence endpoint; inhibition, % at 15 µM; hit rate 0.67% among 360,000;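 active = compounds whose normalised, plate-corrected inhibition of enzyme fluorescence in the single-dose primary screen is 50% or more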;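 note: 0% = DMSO with enzyme and 100% = substrate without enzyme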
The depositor's hits bear a star.

SMILES	SKN-1 inh	Tb MetRS inh	E coli Lon inh	MT1-MMP act inh	MLLE-PAM2 inh	MsrA inhibitor	bovine MsrA act	CendR NRP1 mod	FAS-TE inh
O=C(/C=C/c1cccc(F)c1)OCC(=O)N1CCc2ccccc21	2	-0.2	-12	1	8	0.4	-2	2	0
Cc1nn(CC(=O)Nc2cccc(O)c2)c(=O)c2ccccc12	-8	-0.3	-4	-3	-9	-0.9	-2	-4	-5
COC(=O)C1=C(N)Oc2cc(C)n(CC3CCCO3)c(=O)c2C1c1ccc(Cl)cc1 (centres undefined)	-7	0.8	4	2	2	-0.3	-2	16	3
COCCCN1C(=O)C(=O)/C(=C(/O)c2ccc(OC(C)C)c(C)c2)C1c1ccncc1 (centres undefined)	-8	-1.4	-8	3	5	2.8	-4	-7	-4
CC(=O)Nc1ccccc1OCC(=O)NCCc1ccc(Cl)cc1Cl	4	0.7	-10	0	-20	-0.9	-3	-11	-6
CCN(C(=O)COC(=O)CSc1ccc(C)cc1C)c1c(N)n(Cc2ccccc2)c(=O)[nH]c1=O	4	-0.4	-1	-3	6	-0.5	-1	-10	-3
CSCC[C@H](N)C(=O)NCC1CCC(C(=O)Nc2ccc3c(c2)OCO3)CC1 (some centres undefined)	-8	0.3	-4	-1	-11	-0.6	-1	-12	-3
Fc1cccc(F)c1[B-](F)(F)F	-2	-1.1	4	4	-2	0.8	-1	-5	-12
Cc1ccc(S(=O)(=O)N2CCOCC2)cc1NC(=O)COc1ccc2c(C)cc(=O)oc2c1	-15	-0.2	6	3	-1	0.1	1	8	0
Cc1cccc(C)c1NC(=O)C1(N2CCN(C(=O)c3ccco3)CC2)CCCCC1	8	-0.8	-8	1	5	-1.6	2	11	-8
Cc1[nH]c2ccccc2c1/C=N/NC(=O)CCC(=O)NCc1ccccc1	0	0.8	-8	-2	-24	3.7	-4	-28	-2
O=C(Cn1cc(C(F)(F)F)cc(Cl)c1=O)NCCc1ccc(Cl)cc1Cl	-3	2.4	-1	-1	-2	0.7	-1	8	-1
COc1ccc(C)cc1S(=O)(=O)N1c2ccccc2CC1C (centres undefined)	-7	-1.1	-2	-5	-16	1.7	-7	2	10
CC1CCN(Cc2nnnn2-c2cccc([N+](=O)[O-])c2)CC1	7	0.6	-4	2	5	0.3	-3	-6	12
COc1cc(NC(=O)C2CCCCC2)c(OC)cc1NC(=O)c1ccco1	-11	-1.4	-9	0	4	1.4	-11	3	1
Cc1ccc(S(=O)(=O)N2CCN(c3nc(C(C)C)c4c(c3C#N)CC(C)(C)OC4)CC2)cc1	-23	-0.7	-6	-18	-12	0.3	-6	-2	12
CCC(=O)N1c2ccccc2C(N(C(C)=O)c2ccccc2)CC1C (centres undefined)	-1	-0.9	-3	13	2	-0.4	7	5	-10
CC1(C)Cc2noc(N)c2C(C)(C)N1OC(=O)c1ccccc1	4	0.0	-1	-9	4	0.1	-4	-6	-4
O=C(CCC(=O)N1CCOc2ccccc21)NC1CCCCCC1	-12	0.1	-4	2	4	-0.7	-5	8	-3
COc1ccc(C2C(C(=O)NCc3ccccn3)c3cc(OC)c(OC)cc3C(=O)N2C)cc1 (centres undefined)	-20	-1.6	4	1	4	1.4	-9	0	-4
CCCOc1ccccc1C(=O)N(Cc1ccco1)C1CCS(=O)(=O)C1 (centres undefined)	7	-0.3	-8	-1	-1	-0.8	-3	-19	-2
O=C(Nc1cccc(C(=O)N2CCCCC2)c1)c1ccc(Cl)cc1	-9	-0.2	17*	2	8	-1.0	4	-17	1
COc1ccc(/C=C/C(=O)O)cc1S(=O)(=O)N1CCc2ccccc21	-5	0.6	2	-3	5	1.8	-1	5	-1
O=C(CSc1ccccn1)Nc1cccc(S(=O)(=O)N2CCCC2)c1	3	-0.5	9	-3	6	-0.8	-10	-4	-7
CCOC(=O)c1c(S(=O)(=O)NCCCc2ccco2)c(C)n(C)c1C	13	-0.1	0	-3	6	1.7	-2	1	-1
O=C(NCc1ccccc1)C1=C[C@@H](C2CC2)C[C@@H](OCc2ccc(CO)cc2)O1	12	-0.1	6	0	-1	0.2	2	21	-1
O=C(O)CSc1c(-c2ccccc2)c2cc(Cl)ccc2[nH]c1=O	-3	-0.2	-1	1	1	1.9	-9	-7	-10
O=C1C2CC=CCC2C(=O)N1c1nccs1 (centres undefined)	2	-0.2	-13	10	-6	0.0	1	-1	-2
O=C(Nc1ccccc1)c1cc2ccccc2[nH]1	2	-1.6	2	-2	1	0.4	-8	-4	-4
COc1ccccc1CCc1nnc(CCC(=O)N(C)Cc2cccc3ncccc23)o1	5	-0.9	-1	1	-16	-0.1	-8	4	-2
CCCCn1c(N)c(N(CCOC)C(=O)CSCc2ccc(C)cc2)c(=O)[nH]c1=O	10	-0.4	5	0	14	-0.1	-4	6	-3
CCOC(CNC(=O)c1cccn2c(=O)c3cc(Cl)ccc3nc12)OCC	3	0.0	-2	-6	-4	0.8	-2	-8	22
CCOC(=O)c1cc(-c2cc3ccccc3o2)nc2c1c(=O)[nH]c(=O)n2CCOC	6	-1.1	5	2	4	-0.4	-3	2	1
CCc1nc(SCC(=O)NCC2CCCO2)c2oc3ccccc3c2n1 (centres undefined)	18	-1.0	-7	1	-1	-0.1	-10	0	-4
CN(CC(=O)Nc1cccc(F)c1)C(=O)/C=C/c1cc(Br)ccc1OC(F)F	-13	-0.2	-5	5	-6	-1.3	-2	6	31
COc1cccc(/C=C(\C#N)c2nc3ccc(C)cc3[nH]2)c1OCC(=O)O	-10	-0.2	-24	-1	-1	1.5	-4	5	-1
O=C(NNc1cccc(Cl)n1)Nc1ccccc1	-9	-0.8	-8	-2	12	0.4	-7	0	-3
COc1ccc(NC(=O)CSc2nnc(-c3ccccc3C)n2N)cc1	-3	0.2	7	5	37*	0.8	-1	-8	-11
COc1ccc(C)cc1NC(=O)Cc1c(C(=O)O)n(C)c2ccccc12	-19	-1.0	6	2	1	0.5	-3	2	2
Cc1ccc2c(c1)[C@@H]1[C@H](CO2)[C@H](c2ccccc2)[C@]2(C)C(=O)N[C@H](C)C(=O)N12	5	0.1	-9	4	14	0.4	2	5	-6
CCc1ncc(C(O)c2cccc(OC)c2OC)n1C (centres undefined)	8	-1.0	0	0	5	-0.7	-5	2	-5
O=C(O)C(CCCCN1C(=O)C2C3C=CC(C3)C2C1=O)N1C(=O)C2C3C=CC(C3)C2C1=O (centres undefined)	0	-1.4	-3	2	2	0.5	-4	-4	-6
O=C(C1CC=CCC1)N1CCN(C(=O)C2CC=CCC2)CC1 (centres undefined)	-5	-0.2	4	-1	0	0.7	-3	8	-5
COC(=O)C1(CCSC)NC(c2ccc(O)cc2)C2C(=O)N(c3ccc(F)cc3)C(=O)C21 (centres undefined)	10	-0.2	9	1	7	0.3	-2	-3	-7
Cc1ccc(CSc2nnc(-c3cccc(S(=O)(=O)N4CCOCC4)c3)n2C2CCCC2)cc1	5	0.6	2	-1	-24	-1.6	-3	-21	17
Cc1ccc(-c2csc(=Nc3cccnc3)n2CCCN2CCCC2=O)cc1C	1	-0.5	0	-6	9	1.8	-7	-9	-12
COc1ccc(C(=O)Nc2nc(N)n(-c3ccccc3)n2)cc1OC	12	-0.1	-4	-4	10	1.1	-4	10	-6
COc1ccc(NC(=O)c2c(F)cccc2F)cc1S(=O)(=O)Nc1ccc(Br)cc1	5	1.0	2	0	-6	-0.3	-1	-5	25

Rows were taken by chance (roughly 4% active in at least one column).
